C2C12 statin: suppressors of simvastatin-induced myotoxicity in C2C12 myotubes. hit rate 0.78% among 330,000. ATP luminescence, 48 h; scaled: DMSO 0, geranylgeraniol control 100. rescue of ATP level, % at 7.49 µM. AID 602340;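 active means mean ATP rescue above about 67%, or every replicate alone reaching that limit, limit read from the data, passing the limit was not always enough; inconclusive means no clear call, values can overlap the other calls; inactive means mean under the limit and some replicate under it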;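 further: myotubes were challenged with 10 µM simvastatin during compound exposure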
ARNT-TACC3 inh: disrupts binding between human ARNT and TACC3; Q9Y6A5; AlphaScreen His-ARNT PAS-B/GST-TACC3 binding, luminescence; TACC3 fragment carries E629A point mutation; inhibition, % at 9.99 µM; hit rate 0.66% among 390,000; AID 623870;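 active means mean inhibition of replicates at least 50% and at least half of replicates each reaching 50%; inconclusive means half or more replicates reach 50% but mean below 50%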;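 further: 0% = complete ARNT plus TACC3 wells and 100% = ARNT alone without TACC3; many hits fall short of the cut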
PGC1a acetyl inh: modulators of PGC1a acetylation | inhibition, % at 15.6 µM | hit rate 0.17% among 350,000 | U2OS PGC1a acetylation, AlphaScreen anti-acetyl-lysine; with virally co-expressed GCN5 acetyltransferase;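 active means every replicate shows inhibition of at least 40%; inconclusive means mean inhibition at least 40% but some replicate below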;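 further: 0% = neutral control wells and 100% = positive control wells; some results beyond the cut were filed as inactive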
PglD inh: blocks C. jejuni PglD acetyltransferase activity. purified PglD enzyme, DTNB colorimetric CoA detection. inhibition, % at 12.5 µM. hit rate 0.098% among 360,000. AID 602405; in the data active means inhibition above about 16%, passing the limit was not always enough; inconclusive means no clear call, values can overlap the other calls; further: strong numbers were not always called active
LGR2 antag: Drosophila LGR2 receptor signaling inhibition | inhibition, % at 9.99 µM | HEK293 LGR2, CRE-luciferase, bursicon-stimulated, 4 h | hit rate 0.35% among 380,000 | AID 720647;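 active means drop in luminescence signal, shown as inhibition above about 50% in the replicate tests, limit read from the data, passing the limit was not always enough; inconclusive means probably only some replicates passing the limit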;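 further: agonist challenge used bursicon conditioned medium at about half maximal strength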
PAX8 inh HTS: lowers PAX8-driven luciferase in RMG-I cells | RMG-I TPO-luciferase reporter, SteadyGlo, 24 h | inhibition, % at 12.6 µM | hit rate 1.2% among 360,000 | AID 652154;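 active means mean replicate inhibition at least 60% with every replicate also reaching 60%; inconclusive means only one of the two criteria is met; inactive means mean below 60% and not all replicates reaching 60%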;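 further: luciferase light reporting Pax8 driven TPO promoter activity; plate controls were median of neutral control wells for no effect and mitoxantrone controls for full effect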
Cneo AK release: Cryptococcus neoformans lysis via adenylate kinase release. lysis activity, % at 15 µM. hit rate 0.2% among 360,000. C. neoformans lysis, adenylate kinase release luminescence, 4 h; normalised: neutral wells 0, clomiphene wells 100;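 active means mean lysis activity across replicates of at least 80%, whatever share of replicates individually reach that level; inactive means mean lysis activity below 80%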
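Signal: Adenylate kinase release luminescence | Assay system: Log-phase Cryptococcus neoformans yeast cells | Input: Cells at 5 × 10^6 per mL | Buffer or medium: Fresh YPD growth medium | Compound: Single dose | Schedule: Static 4 h at 37 °C with compound, 1 h detection | Controls: Clomiphene | Read-out: Luminescence rise reflecting yeast cell lysis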
INS-1E GSIS act: GLuc luminescence reporter in INS-1E cells, primary screen for activators of glucose-dependent secretion of insulin. INS-1E GLuc reporter insulin secretion, 2-3 h. activation, % at 16.6 µM. hit rate 0.61% among 370,000. AID 743287;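 active means lowest replicate activation of at least 40%, so every replicate reaches that level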;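 further: 0% = median of neutral control wells and 100% = median of IBMX positive control wells; some compounds called inactive have numbers as strong as hits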
* = called active by the depositor; ? = inconclusive; · = not tested or not shown; & = joins results of further samples.

Order of values: C2C12 statin	ARNT-TACC3 inh	PGC1a acetyl inh	PglD inh	LGR2 antag	PAX8 inh HTS	Cneo AK release	INS-1E GSIS act
1. O=C(CSc1nnc(COc2ccccc2)o1)NCCc1ccccc1
 : ?	-6	-2	3	·	·	-1	·
2. Nc1nnnn1/N=C/c1ccccc1
 : -5	1	7	0	11	5	-2	10
3. CO[C@H]1CN(C)C(=O)c2cc(NC(=O)Nc3cc(F)ccc3F)ccc2OC[C@H](C)N(C(=O)c2ccccn2)C[C@@H]1C
 : 3	8	4	5	3	13	7	-17
4. Cc1ccc(S(=O)(=O)N(C)C[C@@H]2Oc3c(NC(=O)Nc4ccccc4)cccc3C(=O)N([C@@H](C)CO)C[C@@H]2C)cc1
 : -9	4	-7	5	-29	27	-8	-12
5. COc1cc(C(=O)NCCN2CCOCC2)cc(OC)c1OC
 : -9	10	4	4	1	·	7	4
6. CO[C@H](CN(C)C(=O)c1ccccc1F)[C@H](C)CN([C@H](C)CO)S(=O)(=O)c1ccccc1
 : 8	-8	-9	5	1	·	-11	2
7. O=C(Nc1ccc(-c2n[nH]c(=S)o2)cc1)c1ccccc1
 : 3	-3	-3	0	11	-12	-2	1
8. CC(C)Oc1ccc(/C(O)=C2/C(=O)C(=O)N(CCN(C)C)C2c2cccs2)cc1 (stereo not given)
 : -9	7	0	-2	-11	-52	-5	2
9. C[C@@H]1CN([C@H](C)CO)C(=O)c2cc(C#CC3(O)CCCC3)cnc2O[C@H]1CN(C)Cc1cccnc1
 : 22	-6	-1	-1	-6	·	-2	16
10. ClC1(Cl)CC1CSc1nnc(-c2ccncc2)o1 (stereo not given)
 : 11	-5	13	-5	-11	-59	-6	6
11. Cn1nccc1C(=O)Oc1ccc(/C=N/NC(=O)c2ccccc2O)cc1
 : ·	3	·	·	-1	-13	·	-4
12. CCCNC(=O)Nc1ccc2c(c1)OC[C@@H](C)N(C(=O)C1CC1)C[C@@H](C)[C@@H](OC)CN(C)C2=O
 : 6	·	-3	2	-1	5	-13	-1
13. CCCC(=O)NC(=S)Nc1ccccc1C(F)(F)F
 : -2	-2	8	-1	·	5	3	·
14. COc1ccc(NC(=O)N(C)C[C@@H]2OCc3ccccc3-c3ccccc3C(=O)N([C@@H](C)CO)C[C@H]2C)cc1
 : ·	7	2	4	8	·	-2	-2
15. CC1=C(C(=O)Nc2ccccc2)C(c2coc3ccccc3c2=O)C2=C(CCCC2=O)N1 (stereo not given)
 : ·	2	·	·	5	33	·	-19
16. CCOc1cc2[nH]c(=O)n(CCCN3CCCC3=O)c(=O)c2cc1OCC
 : 4	-2	3	-2	·	·	1	25
17. CC(=O)N1CC2(C1)[C@H](c1ccccc1)[C@H](CO)N2Cc1cccc(Cl)c1
 : ·	·	-8	·	-5	10	·	1
18. CCC(=O)N1CC2(C1)CN(C(=O)CN1CCOCC1)[C@@H](CO)c1c2c2ccc(OC)cc2n1C
 : ·	·	4	·	6	-3	·	5
19. CCCn1c(SCC(=O)NCCc2ccccc2)nnc1-c1cccnc1
 : 1	2	8	-1	·	·	0	·
20. Nc1nc(-c2ccc(Cl)cc2)nc(-c2ccc(Cl)cc2)n1
 : 0	-5	12	-3	9	-7	-4	5
21. COc1ccc(C#Cc2ccc3c(c2)O[C@@H](CN(C)C(=O)Nc2cccc(OC)c2)[C@H](C)CN([C@@H](C)CO)S3(=O)=O)cc1
 : -42&-169	4	-14&-25	3&0	1	?	2&-2	-18&-8
22. Cc1ccc(/C=C/c2nc3ccccc3s2)s1
 : -11	0	-2	-3	·	·	-7	·
23. CC(NC(=O)COC(=O)CN1C(=O)c2ccccc2C1=O)c1ccccc1 (stereo not given)
 : -3	-5	·	-1	-9	-5	2	8
24. COc1ccc(N(C(=O)c2ccco2)S(=O)(=O)c2ccccc2)cc1
 : 13	2	2	-6	·	·	1	·
25. O=C(O)Cn1cc(/C=C2\SC(=O)N(c3ccccc3)C2=O)c2ccccc21
 : 0	1	-11	-3	-45	11	1	-3
26. COc1ccc(S(=O)(=O)N(C)C[C@@H]2OCCCC[C@H](C)Oc3ccc(NS(=O)(=O)c4ccccc4)cc3C(=O)N([C@@H](C)CO)C[C@H]2C)cc1
 : ·	1	-6	4	2	22	-2	-10
27. CC(C)(C)OC(=O)NCCCCCNC(=O)c1[nH]cnc1C(=O)Nc1ccccc1
 : -14	9	·	4	13	0	-2	-3
28. O=C(Nc1ccccc1F)N1C[C@@H]2[C@H](c3ccccc31)[C@@H](CO)N2C(=O)c1ccc(F)cc1
 : -10	-2	2	1	-4	-14	-1	1
29. C/C(N)=C(/C#N)C(=O)CSc1nnnn1-c1ccc(C)cc1
 : 1	-9	7	0	·	·	-1	·
30. CCCNC(=O)C[C@@H]1CC[C@@H]2[C@H](COC[C@H](O)CN2Cc2ccccc2F)O1
 : 10	-2	14	-3	1	-11	4	2
31. CCC(=O)N(Cc1cc2cc(OC)ccc2[nH]c1=O)c1cccc(C)c1
 : 8	-1	-2	16	·	·	-5	·
32. CCOC(=O)c1c(-c2ccccc2)oc2ccc(O)c(CN3CCOCC3)c12
 : -1	-1	-17	-5	·	·	0	·
33. Cc1[nH]c2ccccc2c1C(=O)COC(=O)c1c(-c2ccccc2)noc1C
 : ·	1	·	·	5	20	·	-7
34. CCOC(=O)Cn1nnnc1CN(Cc1ccc(OC)cc1)Cc1cc2cc(C)cc(C)c2[nH]c1=O
 : -5	2	10	0	·	·	2	·
35. COc1ccc(OC(=O)NCCc2ccccc2)cc1
 : ·	-2	-1	-2	·	-96	1	7
36. O=S(=O)(NC1CCN(Cc2ccc(OCCO)cc2)CC1)c1cc(C(F)(F)F)ccc1Cl
 : ·	11	-7	0	·	·	-9	·
37. C[C@H](CO)N1C[C@H](C)[C@@H](CN(C)C(=O)Nc2ccccc2F)OCc2cnnn2CCCC1=O
 : 6&-15&5	-4&-5	-5&8	-1&5&4	-4&-5	0&-19	0&-1&41	10&1
38. CN1C(=O)c2cc(NC(=O)NC3CCCC3)ccc2OC[C@H]2O[C@H](CC(=O)O)CC[C@@H]21
 : 5	7	-4	-1	9	-11	-3	8
39. [O-][N+]1=C2CCC/C(=N\O)C2=NC12CCCCC2
 : 5	1	-8	3	-5	·	-1	13
40. CCCNC(=O)N(C)C[C@@H]1Oc2cc(C#CC3CC3)ccc2S(=O)(=O)N([C@@H](C)CO)C[C@H]1C
 : 5	4	-4	-2	5	·	2	-7
41. CCc1c(C)c2cc(Cl)c(O)c(CN3CCCCC3)c2oc1=O
 : 3	2	3	-11	·	·	2	·
42. COc1ccccc1-n1cc(CN2CCN(CC(C)C)C(CCO)C2)cn1 (stereo not given)
 : -3	-1	7	0	-11	-66	-2	0
43. COc1ccc(S(=O)(=O)NC2CCN(Cc3ccc(OCCO)cc3)CC2)cc1
 : ·	1	·	-4	·	-6	-1	·
44. CCS(=O)(=O)Nc1cc(-c2nc3cccnc3s2)ccc1C
 : -9	-4	-4	0	·	-156	-12	·
45. COc1cccc(NC(=O)Nc2cccnc2)c1
 : 7	2	·	-3	-61	-68	0	6
46. O=C(c1ccccc1F)N1CC(=O)N2[C@@H](CO)[C@H](c3ccc(-c4cccnc4)cc3)[C@@H]2C1
 : ·	·	-1	·	-5	-16	·	2
47. CCOC(=O)N1CCN(c2nc(-c3cccs3)nc3ccccc23)CC1
 : 6	7	·	0	0	-4	3	3
48. Cc1cccc(C)c1NC(=O)CSCc1cccc(CSCC(=O)Nc2c(C)cccc2C)n1
 : 6	·	-5	-3	·	·	-2	·
49. CCCNC(=O)[C@H]1[C@H](CO)[C@H]2Cn3c(cccc3=O)[C@H]2N1CCC(F)(F)F
 : 10	-4	-6	-2	2	-11	-1	7
50. CNC[C@H]1Oc2cc(-c3cccnc3)ccc2S(=O)(=O)N([C@H](C)CO)C[C@@H]1C
 : 3	3	6	2	14	-26	7	9

More structures
Order of values: C2C12 statin	ARNT-TACC3 inh	PGC1a acetyl inh	PglD inh	LGR2 antag	PAX8 inh HTS	Cneo AK release	INS-1E GSIS act
51. Cc1ccc(C(=O)CCC(=O)OCC(=O)NNC(=O)c2ccccc2Cl)cc1
 : -1	-10	·	-7	7	-14	-2	-3
52. CCCn1c(N)c(N(CCOC)C(=O)c2ccc(Cl)c([N+](=O)[O-])c2)c(=O)[nH]c1=O
 : -2	-6	·	-1	1	-2	7	0
53. CCC(C)(C)NC(=O)C(c1ccc(C)cc1)N(CC1CCCO1)C(=O)c1csnn1 (stereo not given)
 : 11	2	·	0	2	-19	-1	-2
54. Cc1nc(C)c(Oc2cccc(C(F)(F)F)c2)c(=O)[nH]1
 : -10	0	2	-4	-8	-21	-1	-2
55. COc1cccc(-c2ccc([C@@H]3[C@@H](CO)N4CCCCN(S(=O)(=O)c5cccs5)C[C@@H]34)cc2)c1
 : 43	5	-19	-2	-5	-5	-4	13
56. CC1=C(C(N)=O)S(=O)(=O)c2ccccc21
 : -3	-6	5	-1	5	7	1	25
57. COc1ccc(-c2nonc2NC(=O)c2oc3ccc(F)cc3c2C)cc1OC
 : 9	-3	4	-2	-7	14	-4	19
58. Cc1ccccc1C(=O)Nc1ccccc1NC(=O)c1ccccc1Br
 : 1	4	·	5	14	-4	-2	-6
59. O=C(Nc1ccc(S(=O)(=O)NCC2CCCO2)cc1)c1cnccn1 (stereo not given)
 : -3	·	-14	1	-2	5	2	-2
60. COc1ccc(NC(=O)C(C)Sc2ccccc2)cc1 (stereo not given)
 : 10	-3	-8	1	·	·	-1	·
61. O=C(NNC(=S)Nc1ccccc1)c1ccccc1[N+](=O)[O-]
 : 8	5	-2	2	-53	-60	-2	5
62. CC(C)C(=O)N(Cc1ccc2c(c1)OCO2)Cc1ccccn1
 : ·	4	32	-8	·	·	6	·
63. C[C@H]1CN([C@@H](C)CO)C(=O)c2cc(NS(C)(=O)=O)ccc2O[C@H]1CN(C)C(=O)NC1CCCCC1
 : -5	-2	5	10	-10	5	-2	7
64. Cc1c(C(=O)OCC(=O)NCc2ccco2)cccc1[N+](=O)[O-]
 : -5	-24	1	·	5	-11	0	17
65. CCN1CCN(CC(O)COc2ccc(C)c(C)c2)CC1 (stereo not given)
 : -1&1	-5&-1	2	-2&0	-2	5	-2&4	5
66. C[C@H]1CN([C@@H](C)CO)C(=O)c2cc(NC(=O)CCC(F)(F)F)ccc2O[C@H]1CN(C)Cc1ccccc1
 : 0	-4	8	-7	-14	-4	-3	12
67. CCC(CC(C)(C)O)C(=O)NNC(=S)Nc1ccccc1 (stereo not given)
 : ·	4	2	·	4	-1	·	0
68. CC1(C)C([N+](=O)[O-])C(c2ccccc2O)NC(c2ccccc2O)C1[N+](=O)[O-] (stereo not given)
 : ·	1	·	·	21	5	·	-25
69. CNCCCOc1ccc(C)cc1Br
 : -8	-3	-4	-4	·	·	0	·
70. CC(C)CC(c1nnnn1Cc1ccc(F)cc1)N1CCC(C(N)=O)CC1 (stereo not given)
 : 12	0	-9	·	-14	-10	·	1
71. CC(C)Oc1ccc(C2c3c(oc4ccccc4c3=O)C(=O)N2CCCN2CCOCC2)cc1 (stereo not given)
 : 45	5	-2	2	33	·	1	0
72. CCC(C(=O)Nc1cccc(C(=O)O)c1C)c1ccccc1 (stereo not given)
 : ·	·	9	·	14	11	·	-17
73. Cc1ccccc1NC(=O)Nc1nnc(Cc2ccc([N+](=O)[O-])cc2)s1
 : -11	-2	11	9	-15	8	1	3
74. Cc1ccc(C(=O)N/C(=C/c2cccc([N+](=O)[O-])c2)C(=O)NCC2CCCO2)cc1 (stereo not given)
 : ·	-3	·	·	7	15	·	-7

Screening data from PubChem BioAssay.

Compounds were not picked by outcome. Share with any hit: about 2.9%.
